Arrestin-AP2 inh: human beta-arrestin and AP2 interaction inhibition; FITC-arrestin peptide / GST-AP2 beads, flow cytometry; AP2 beta2 appendage carries R879A mutation; inhibition, % at 10 µM; hit rate 0.31% among 340,000; AID 504490;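 active = inhibition above a set limit, near 3 SD of compounds lacking own fluorescence, cut at about 54% in these data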;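 also: plate controls were DMSO wells for no effect and 5 µM unlabelled arrestin peptide for full effect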
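test system = AP2 appendage R879A on GSH beads | buffer or medium = PBS plus Tween 20 (0.05%) and BSA (0.1%) | incubation = 12 min plus 1 h, RT | detection = bead flow cytometry, FITC channel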
Tat export inh: E. coli Tat transport inhibition; E. coli MC4100 TorA-mCherry Tat export, fluorescence; inhibition, % at 10 µM; hit rate 0.036% among 340,000;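 active = mean replicate inhibition at least 50% and at least half of replicates individually reaching 50%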;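 also: exported cargo escapes ClpAP degradation while cytoplasmic cargo is degraded and loses fluorescence; 0% = median of neutral control wells and 100% = median of NaSCN control wells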
PfHsp90 set2: growth inhibition of yeast expressing Plasmodium Hsp90 | S. cerevisiae expressing PfHsp90, BacTiter-Glo ATP, 48 h; yeast lacking PDR1 and PDR3 efflux regulators | inhibition, % at 9.4 µM | hit rate 0.32% among 310,000 | AID 504621;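 active = every replicate shows inhibition above about 80%, whatever the replicate mean, limit read from the data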;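 also: 0% = DMSO neutral controls and 100% = 20 µM radicicol positive controls; yeast relying on Plasmodium falciparum Hsp90 in place of its own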
Pemphigus Ab inh: blocks pemphigus antibody binding to human desmoglein-3 | DSG3-coupled beads, scFv-anti-DSG3-GFP binding, flow cytometry; stronger effect = lower value | AID 588358 | binding (percent of control), % at 10 µM | P32926 | hit rate 0.48% among 310,000;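 active = binding more than 3 SD below its plate's average and above zero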; also: some compounds called inactive have numbers as strong as hits
AddAB inh: less growth of phage-infected E. coli with AddAB. AID 435030. E. coli expressing H. pylori AddAB, absorbance growth. inhibition, % at 11.9 µM. hit rate 0.29% among 330,000; in the data active = inhibition above about 12%;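 also: 0% = vehicle wells of infected cells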
OPRM1-OPRD1 inv: mu-delta opioid heterodimer inverse agonism; cell-based MOR-DOR heterodimer luminescence; hit rate 0.21% among 340,000; inhibition, % at 9.3 µM; in the data active = inhibition above about 22%, passing the limit was not always enough;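 also: 0% = cells with DMSO and 100% = wells without cells with DMSO; values of inactives mirror those of a sister screen read the other way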
Target sequence (P35372 whole entry, looked up): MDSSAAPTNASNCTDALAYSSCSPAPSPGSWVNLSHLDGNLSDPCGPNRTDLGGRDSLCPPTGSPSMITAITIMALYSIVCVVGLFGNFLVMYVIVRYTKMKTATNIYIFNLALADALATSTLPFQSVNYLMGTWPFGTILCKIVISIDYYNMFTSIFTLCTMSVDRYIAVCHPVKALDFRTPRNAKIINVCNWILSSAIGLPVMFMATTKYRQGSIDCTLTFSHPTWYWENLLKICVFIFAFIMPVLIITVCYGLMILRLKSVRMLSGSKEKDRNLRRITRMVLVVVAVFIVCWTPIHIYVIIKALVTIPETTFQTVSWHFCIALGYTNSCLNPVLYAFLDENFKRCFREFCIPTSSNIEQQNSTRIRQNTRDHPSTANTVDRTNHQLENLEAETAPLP
Target sequence (P41143 whole entry, looked up): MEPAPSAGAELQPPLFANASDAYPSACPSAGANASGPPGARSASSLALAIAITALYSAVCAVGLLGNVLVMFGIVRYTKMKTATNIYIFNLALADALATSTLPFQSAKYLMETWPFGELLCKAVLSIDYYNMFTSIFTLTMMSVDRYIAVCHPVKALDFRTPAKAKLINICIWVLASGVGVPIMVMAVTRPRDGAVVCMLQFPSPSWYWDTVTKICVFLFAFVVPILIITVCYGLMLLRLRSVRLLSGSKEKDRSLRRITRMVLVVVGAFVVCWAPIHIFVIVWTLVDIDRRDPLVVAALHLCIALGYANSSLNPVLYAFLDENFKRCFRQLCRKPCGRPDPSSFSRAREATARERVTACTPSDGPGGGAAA
phage Ecoli inh: E. coli growth loss with phage present; inhibition, % at 11.9 µM; AID 651602; hit rate 0.26% among 360,000; growth absorbance; in the data active = inhibition above about 11%
Ecoli viability: bacterial growth inhibition, counter-screen for AddAB inhibitors | E. coli V3065 growth, OD600 absorbance, 18 h | inhibition, % at 11.9 µM | hit rate 0.27% among 330,000;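 active = inhibition above the campaign's mean inhibition across all tested compounds plus 3 SD, cut at about 9.9% in these data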;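 also: uninfected addAB+ strain grown without phage in ampicillin broth; 0% = DMSO wells and 100% = ciprofloxacin 0.95 µg/ml wells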
PKA-R1A activ: activators of PKA-R1A complex | AID 504707 | hit rate 0.083% among 340,000 | activation, % at 11.4 µM | P00514+P68181 | PKA-R1A dissociation, Cy5-IP20 fluorescence polarization; scaled: DMSO 0%, 113 µM cGMP 100%;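 active = percent activation above the mean of all tested compounds plus 3 SD, cut at about 19% in these data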;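 also: higher means more PKAc released from R1A so a rise in polarization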
MOR-DOR ag: OPRM1-OPRD1 heterodimerization agonism; cells, luminescence; P35372+P41143; activation, % at 9.3 µM; hit rate 0.3% among 340,000; in the data active = activation above about 18%;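 also: 0% = vehicle-treated cells and 100% = reference agonist; values of inactives mirror those of a sister screen read the other way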
Mot1-301 SUMO: SUMOylation pathway inhibition by Mot1-301 growth rescue; S. cerevisiae Mot1-301 growth rescue, ATP luminescence, 38.5C; percent above DMSO median, 100 means doubled; growth rescue, % at 18.8 µM; hit rate 1% among 320,000;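 active = every valid replicate shows activation above 250% relative to neutral control wells; inactive = the rest, any valid replicate at or below 250%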;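 also: OY570 slx delta 5 strain wells were the positive control but not used for scaling; some compounds called inactive have numbers as strong as hits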
Active calls of the source: *; . = no result given.

SMILES	Arrestin-AP2 inh	Tat export inh	PfHsp90 set2	Pemphigus Ab inh	AddAB inh	OPRM1-OPRD1 inv	phage Ecoli inh	Ecoli viability	PKA-R1A activ	MOR-DOR ag	Mot1-301 SUMO
CC(C)CNS(=O)(=O)c1ccc(CCC(=O)Nc2ccc3c(c2)OCO3)cc1	-2.7	-2.9	-13.4	107.8	-2.5	-0.9	4.9	-2.3	1.5	0.2	-19.0
COc1ccc(C)cc1S(=O)(=O)N(C)CC(=O)N1CCCCCC1	3.3	-6.2	-16.6	.	-0.2	11.6	-2.8	0.4	-9.0	-2.5	-5.5
CN(Cc1cnccn1)Cc1c(C(=O)N2CCc3ccccc3C2)nc2ccc(Cl)cn12	-11.7	-6.2	.	85.5	1.1	6.5	3.3	-0.1	-6.6	-1.0	19.3
COc1ccc(C(=O)N(CN2CCCC2=O)c2ccc(C)cc2)cc1	12.2	-3.2	.	99.2	0.0	10.2	1.6	-1.1	-1.1	-2.0	.
CCOC(=O)CN1C(=O)S/C(=C/c2ccc(OC)c([N+](=O)[O-])c2)C1=O	5.4	5.0	3.4	93.3	4.0	10.7	3.7	0.8	-5.1	-1.5	0.9
COc1ccc(CN2CCNC(=O)C2CC(=O)NCC2CCOCC2)c(C)c1C (stereo not drawn)	-5.0	-2.2	-1.3	113.4	-0.1	-9.2	-1.2	2.1	4.9	2.8	-11.5
CCN1CCN(S(=O)(=O)c2ccc(Cl)c(C(=O)NCCOc3ccc(C)cc3)c2)CC1	10.4	8.5	.	93.7	.	-25.9	3.6	.	-11.1	4.0	.
CN1CSC2=C(C#N)C(c3cccc(OCc4ccccc4)c3)CC(=O)N2C1 (stereo not drawn)	-4.2	-4.9	-10.9	100.4	-1.9	-1.9	3.5	0.5	1.8	0.3	-18.9
Cc1[nH]c(C)c(C(=O)/C=C/c2ccc([N+](=O)[O-])cc2)c1C	-12.2	11.6	8.3	99.3	3.0	-25.7	2.1	-0.7	-2.8	5.4	-6.9
CC(C)(C)c1ccc(OCCNC(=S)Nc2ccccc2)cc1	-3.8	16.4	1.9	.	-0.2	-22.7	7.3	1.9	-15.1	4.9	-12.1
O=C1C(=O)N(c2ccccn2)C(c2cccc(F)c2)/C1=C(/O)c1ccccc1 (stereo not drawn)	15.0	4.7	-15.7	108.1	0.9	3.6	.	-0.7	-4.7	-0.8	-15.6
COCCCNC(=S)NC(=O)c1ccc([N+](=O)[O-])cc1	10.3	1.9	-8.8	93.7	7.3	-12.5	2.7	1.9	-1.5	2.5	14.0
O=C(/C=C/c1ccc(F)cc1)Nc1cccc(S(=O)(=O)Nc2cccc(C(F)(F)F)c2)c1	3.5	-4.6	-5.2	77.0	-0.9	-54.0	2.7	0.0	-5.1	11.2	-9.4
CCOC(=O)c1[nH]cnc1C(=O)Nc1ccc(F)cc1	-5.0	-1.6	32.2	86.7	1.1	0.0	-1.8	0.0	-9.3	0.0	4.3
O=C(CCSc1ccc(Br)cc1)Nc1cccnc1	-9.4	5.8	12.2	88.3	-0.2	13.8	4.2	-2.6	0.7	-2.8	5.8
CCOc1ccc(NC(=O)CN(C)C(=O)c2cc(-c3ccco3)nc3ccccc23)cc1OCC	16.6	2.0	-11.4	100.5	.	5.0	8.3	.	2.8	-1.0	.
C/C(=N/Nc1nc(-c2ccccc2)cc(-c2ccc(F)cc2)n1)c1cccc(N)c1	11.4	-4.1	-25.2	.	3.0	0.1	2.8	-3.0	-4.9	0.0	-14.9
Cc1ccc(CNC(=O)COC(=O)c2ccc(S(=O)(=O)N3CCCC3)cc2)cc1	16.4	-3.6	6.5	103.1	0.1	3.6	1.6	-0.5	4.3	-0.6	-14.3
O=C(C#Cc1ccccc1)c1cccc([N+](=O)[O-])c1	2.1	-0.5	152.2*	119.0	-1.5	19.7	2.9	-0.4	4.0	-3.4	30.4
C/C(N)=C(/C#N)C(=O)CSc1ccccc1F	1.1	0.2	27.1	103.6	2.9	-0.5	3.0	0.4	2.6	0.1	-5.7
CC(C)(C)n1ncc2c(=O)n(CC(=O)Nc3ccccc3)cnc21	14.3	-2.9	9.9	104.5	4.1	3.2	1.3	2.5	5.4	-0.6	-17.5
Cc1nc(Cl)c(C(=O)NCCC(C)C)c(C)c1[N+](=O)[O-]	17.1	3.3	8.8	96.9	0.3	13.7	0.7	-0.4	-3.0	-2.3	3.3
CCOC(=O)c1ccc(CC(=O)c2ccc(O)c(O)c2O)o1	7.7	-0.7	18.6	95.5	.	-6.5	6.5	.	-4.9	1.1	.
O=C(COC(=O)c1nc(Cl)ccc1Cl)NC1CCS(=O)(=O)C1 (stereo not drawn)	39.8	19.5	23.0	106.9	1.9	11.7	-1.3	2.5	3.1	-2.1	36.5
O=C1C2CCCCC2C(=O)N1c1ccc(S(=O)(=O)Nc2ncccn2)cc1 (stereo not drawn)	31.6	1.4	-20.8	98.0	-0.5	9.7	2.6	1.2	4.6	-1.9	7.3
SMILES	Arrestin-AP2 inh	Tat export inh	PfHsp90 set2	Pemphigus Ab inh	AddAB inh	OPRM1-OPRD1 inv	phage Ecoli inh	Ecoli viability	PKA-R1A activ	MOR-DOR ag	Mot1-301 SUMO
CC(=O)NCC(O)c1ccc([N+](=O)[O-])cc1 (stereo not drawn)	1.4	-5.1	3.7	100.3	-2.8	9.8	1.5	-0.5	0.2	-1.9	-3.4
Cc1csc(=O)n1CC(=O)Nc1ccc(Cl)c(Cl)c1	-3.1	2.7	-6.2	106.3	1.2	5.3	2.0	-2.2	-10.6	-1.3	13.7
Cc1ccc(Nc2c(-c3ccccn3)nc3cc(C)ccn23)cc1	3.6	4.6	4.5	93.7	3.4	26.5	6.8	-0.7	8.2	-5.1	.
CCN1CCN(CC(=O)Nc2cc(F)ccc2C)CC1	16.8	-4.5	16.4	97.5	0.0	6.6	2.1	0.9	5.2	-1.2	.
Cn1c(CC(=O)NN)c(Sc2ccccc2)c2ccccc21	5.2	-11.5	-20.7	97.7	-0.1	-11.9	1.8	-0.3	1.1	2.6	12.1
COc1ccc(NC2CCCN(Cc3cccc4cnccc34)C2)cc1 (stereo not drawn)	1.8	-7.5	14.4	99.6	-1.5	-15.1	3.8	-0.4	-10.8	3.2	-9.5
CCCCNC(=O)NS(=O)(=O)c1ccc(C(=O)OC(C)C)o1	4.8	7.1	-2.9	109.8	2.9	14.5	1.3	1.3	-5.5	-2.5	-7.1
O=C(COc1ccc2ccccc2c1)NCCNC(=O)COc1ccc2ccccc2c1	0.8	0.0	.	99.2	0.1	8.1	2.3	-0.4	-4.8	-1.6	1.6
Cc1c(NS(=O)(=O)c2cc([N+](=O)[O-])ccc2Cl)c(=O)n(-c2ccccc2)n1C	9.8	-3.4	-6.0	113.1	-0.6	1.7	-0.8	-2.7	-8.9	-0.3	-12.6
CCOC(=O)/C(C#N)=C/c1cc(C)n(-c2ccccc2)c1C	-4.9	3.5	23.3	102.3	2.9	-1.8	3.5	0.1	-21.6	0.3	.
CCCCN(CC)CCNC(=O)CCNC(=O)Cn1ccc2ccccc2c1=O	1.2	3.5	12.0	102.1	-0.7	15.1	2.9	1.4	-6.6	-2.9	8.7
CCc1csc(CNC(=O)C2CCC(=O)N(Cc3cccc(F)c3)C2)n1 (stereo not drawn)	-4.2	2.7	-0.3	101.1	1.5	12.4	0.9	1.6	-9.3	-2.2	-13.3
O=C(COC(=O)COc1ccc(Br)cc1)NNC(=O)c1ccccc1	0.6	-7.9	18.9	.	0.8	14.0	1.0	0.6	-6.7	-3.5	-32.1
O=C(CNC(=O)c1ccc(Cl)cc1Cl)OCc1ccccc1	8.9	0.4	.	96.6	2.9	3.9	4.0	-0.3	-1.8	-0.6	-9.7
COc1ccc(OCC(=O)Nc2ccccc2C(=O)Nc2ccc(C(=O)O)cc2)cc1	-1.5	-1.4	-27.2	104.7	5.1	-3.9	1.8	3.5	-4.4	0.7	302.2
CCCOc1ccc(/C(O)=C2/C(=O)C(=O)N(CCN(C)C)C2c2ccc(OC)c(OC)c2)cc1 (stereo not drawn)	-7.8	-0.3	-13.6	102.2	0.1	8.9	1.6	-1.6	-4.5	-1.8	8.3
Cc1ccc2c(c1)N(C(=O)CCC(=O)NC1CCCCCC1)CC(C)O2 (stereo not drawn)	-6.0	10.4	-3.3	107.0	-2.4	-16.9	2.1	3.1	-11.5	2.9	-3.6
CCC(NC(=O)c1ccccc1NC(=O)c1ccco1)C(=O)NNC(=O)c1ccncc1 (stereo not drawn)	2.3	.	.	110.3	5.0	.	0.7	3.6	.	.	4.3
Cc1ccc(S(=O)(=O)N2CCCCC2)cc1NC(=O)Nc1ccc(Cl)cc1Cl	-5.9	0.3	12.8	104.6	-0.8	-0.3	0.6	-1.2	-5.4	0.1	-0.4

Compounds shown so far that contain fluorine (seven):
SMILES	Arrestin-AP2 inh	Tat export inh	PfHsp90 set2	Pemphigus Ab inh	AddAB inh	OPRM1-OPRD1 inv	phage Ecoli inh	Ecoli viability	PKA-R1A activ	MOR-DOR ag	Mot1-301 SUMO
O=C1C(=O)N(c2ccccn2)C(c2cccc(F)c2)/C1=C(/O)c1ccccc1 (stereo not drawn)	15.0	4.7	-15.7	108.1	0.9	3.6	.	-0.7	-4.7	-0.8	-15.6
O=C(/C=C/c1ccc(F)cc1)Nc1cccc(S(=O)(=O)Nc2cccc(C(F)(F)F)c2)c1	3.5	-4.6	-5.2	77.0	-0.9	-54.0	2.7	0.0	-5.1	11.2	-9.4
CCOC(=O)c1[nH]cnc1C(=O)Nc1ccc(F)cc1	-5.0	-1.6	32.2	86.7	1.1	0.0	-1.8	0.0	-9.3	0.0	4.3
C/C(=N/Nc1nc(-c2ccccc2)cc(-c2ccc(F)cc2)n1)c1cccc(N)c1	11.4	-4.1	-25.2	.	3.0	0.1	2.8	-3.0	-4.9	0.0	-14.9
C/C(N)=C(/C#N)C(=O)CSc1ccccc1F	1.1	0.2	27.1	103.6	2.9	-0.5	3.0	0.4	2.6	0.1	-5.7
CCN1CCN(CC(=O)Nc2cc(F)ccc2C)CC1	16.8	-4.5	16.4	97.5	0.0	6.6	2.1	0.9	5.2	-1.2	.
CCc1csc(CNC(=O)C2CCC(=O)N(Cc3cccc(F)c3)C2)n1 (stereo not drawn)	-4.2	2.7	-0.3	101.1	1.5	12.4	0.9	1.6	-9.3	-2.2	-13.3

Source: PubChem BioAssay
